# Source: PubChem BioAssay
# RSV CPE inhibition: inhibition of RSV-induced cytopathic effect – HEp-2 cells, primary 10 µM value included (AID 2391); HEp-2 cells, RSV-induced CPE inhibition; higher % means a stronger effect; CPE inhibition, % at 10 µM, or IC50 in µM where a hit was titrated; 310,000 compounds, 0.13% hits; in the data active means a potency from the dose series; further: strong numbers were not always called active
# human PMI inhibition: inhibitors of human PMI, primary screen, biochemical, fluorescence intensity, coupled assay (AID 1209); purified PMI enzyme, coupled fluorescence intensity; higher % means a stronger effect; inhibition, % at 20 µM; hits with a dose series show IC50 in µM; 190,000 compounds, 0.42% hits;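 further: plate controls were DMSO vehicle for no effect and wells lacking substrate for full effect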
# PMI inhibition: MPI inhibition at elevated mannose 6-phosphate – biochemical, fluorescence intensity, high mannose 6-phosphate, primary screen (AID 1220); inhibition, % at 20 µM; hits with a dose series show IC50 in µM; 190,000 compounds, 0.66% hits; recombinant PMI enzyme, coupled fluorescence intensity; higher % means a stronger effect
# PhoP inhibition: PhoP-dependent GFP reporter repression – Salmonella Typhimurium, primary screen (AID 1863) | S. Typhimurium PhoP-regulated promoter GFP reporter, 4 h; higher % means a stronger effect | one-dose inhibition, % at 50 µM; IC50 in µM for titrated hits | 300,000 compounds, 0.16% hits;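 active means inhibition over 29.93%, a cutoff 3 SD above the screen mean, later confirmed by dose response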;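 further: 0% = low Mg2+ inducing control and 100% = high Mg2+ repressing control; strong numbers were not always called active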
# TNAP activation fold: stimulation of alkaline phosphatase TNAP activity – biochemical, luminescent, no phosphate acceptor, uHTS, primary screen (AID 1001). purified TNAP, luminescent activation assay, no phosphate acceptor; higher activation fold means a stronger effect. activation fold at 20 µM; hits with a dose series show EC50 in µM. 200,000 compounds, 0.03% hits; in the data active means activation fold from about 3, or a potency from the dose series; inactive means the rest, 99 in 100 with activation fold below about 1.6; further: many of its hits are not listed in these tables
# CSM14.1 death rescue: protection against thapsigargin-triggered cell killing – 384-well, CSM14.1, ATP luminescence, primary screen (AID 1222) | CSM14.1 thapsigargin-induced death rescue, ATP luminescence; higher % means a stronger effect | cellular ATP content (survival), % at 20 µM, or EC50 in µM where a hit was titrated | 190,000 tested, under 10 active;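 active means EC50 below 50 µM in the dose-response confirmation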;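 further: death triggered by thapsigargin at about 15 µM added after 2 h compound pretreatment; cell ATP read after overnight thapsigargin exposure of roughly 18 to 22 hours; normalized against plate controls of thapsigargin alone and 5% DMSO vehicle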
# West Nile virus CPE: West Nile virus antiviral activity, cell-based, CPE readout (AID 1621). West Nile virus-infected cells, CPE inhibition; higher % means a stronger effect. one-dose CPE inhibition, % at 10 µM; IC50 in µM for titrated hits. 290,000 compounds, 0.02% hits; in the data active means a potency from the dose series; further: strong numbers were not always called active
# SV40 large T antigen: TAg ATPase/helicase activity blockers – biochemical (AID 1903) | one-dose inhibition, % at 20 µM; IC50 in µM for titrated hits | 310,000 compounds, 0.39% hits | SV40 large T antigen ATPase/helicase inhibition assay; higher % means a stronger effect; in the data active means a potency from the dose series; further: strong numbers were not always called active
# Insulin prom up: MIN6 insulin promoter up-regulation; MIN6 insulin promoter-GFP reporter, high-content imaging; active compounds read high; z-score at 5 µM; 190,000 compounds, 0.3% hits;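 active means z-score above 3 at 5 µM with at least 500 cells counted in the well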
# Insulin prom up cell count: also measured in Insulin prom up; calls as there; cell count; measured here: cytotoxicity, nuclei count;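 total cells summed across four imaged fields per well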
# * = called active by the depositor; · = no result given. Unless noted, no stated cut-off is given here; in the data, active means inhibition above about 50%; inactive means the rest.
SMILES,RSV CPE inhibition,human PMI inhibition,PMI inhibition,PhoP inhibition,TNAP activation fold,CSM14.1 death rescue,West Nile virus CPE,SV40 large T antigen,Insulin prom up,Insulin prom up cell count
CCn1c(SCC(=O)N/N=C\c2ccccc2OCC(=O)O)nnc1-c1ccc(Cl)cc1,-2.0%,·,·,-6%,·,·,0.3%,19%,-0.27,1053
COC(=O)c1c(C(=O)OC)c(-c2ccccc2)n2c1CCC2,2.1%,5%,0%,0%,1.1,-1.0%,0.2%,3%,0.19,1464
Cc1ccc2cc(CN(Cc3ccco3)C(=O)c3cccs3)c(=O)[nH]c2c1,1.7%,9%,3%,6%,1.1,-2.7%,0.0%,10%,-0.05,1250
O=C(CSCc1nc2ccccc2[nH]1)Nc1ccc(Oc2ccccc2)cc1,10.0%,20%,10%,-5%,1.4,-1.9%,-0.3%,11%,-0.61,1428
Cc1cc(CNC(=O)CC2C(=O)NCCN2Cc2ccccc2)nn1C (stereo not given),-1.5%,·,·,1%,·,·,-0.6%,13%,·,·
COCCOC(=O)c1c(C)oc2ccc(OC(=O)COc3c(F)c(F)c(F)c(F)c3F)cc12,5.0%,26%,20%,-6%,1,-0.6%,0.0%,4%,0.39,1318
O=C(OCC(=O)c1ccccc1Cl)c1cnccn1,1.8%,-9%,-6%,31%,1.1,-0.3%,0.7%,-8%,-0.28,1434
COc1cc(NC(=O)Cn2c(=O)n(-c3cccc(C)c3)c(=O)c3c(C)c(C)sc32)cc(OC)c1,-0.8%,1%,-5%,-1%,1.1,-3.4%,-1.0%,13%,-0.86,1291
Fc1ccccc1NC(=S)NC1CCCC1,-0.7%,·,·,0%,·,·,-0.6%,5%,·,·
O=C(O)COc1ccccc1/C=C1\SC(=S)N(/N=C/c2ccccc2O)C1=O,0.9%,6%,-14%,-26%,2.1,-0.8%,-0.1%,18%,·,·
O=[N+]([O-])c1cccnc1Sc1ccc(Cl)cc1,1.5%,·,·,-3%,·,·,3.0%,9%,·,·
COc1ccc(CCN2CC(C(=O)NCc3nc4ccccc4n3C)CCC2=O)cc1 (stereo not given),0.7%,·,·,-6%,·,·,-0.7%,5%,·,·
Cc1ccc(C(=O)NC(C)c2ccncc2)o1 (stereo not given),0.7%,·,·,4%,·,·,-0.1%,10%,·,·
CCCn1c(NCc2c[nH]c3ccccc23)nc2ccccc21,18%,7%,8%,40%,1,-1.5%,0.2%,4%,-0.25,946
Cc1ccc(C2=CSC3=NCCN23)c(C)c1,-0.3%,-28%,-20%,-1%,1,-2.1%,-0.2%,21%,-0.97,1208
CCC(=O)NC(O)C(=O)c1ccc(C)cc1 (stereo not given),3.2%,4%,8%,-3%,1,0.0%,0.5%,2%,-0.04,948
CCC(OC(=O)c1nsc(Cl)c1Cl)C(=O)NCc1ccco1 (stereo not given),1.1%,4%,-10%,-3%,1.1,-3.5%,-0.2%,3%,2.3,803
Cc1nonc1OCCNCCNc1ccccc1[N+](=O)[O-],0.4%,-3%,-4%,12%,0.8,0.2%,-0.1%,14%,-0.96,1276
O=C(COc1ccccc1F)Nc1ccc2c(c1)OCCO2,-0.1%,·,·,-7%,·,·,-0.9%,3%,·,·
O=C(CN1CCN(S(=O)(=O)c2ccc(Cl)cc2)CC1)NC(=O)NC1CCCCC1,11%,8%,2%,-7%,1.1,0.6%,-1.4%,0%,·,·
O=C(O)c1cc2ncc(CCO)cn2n1,-1.8%,-10%,-3%,6%,1.3,1.2%,0.5%,6%,-0.05,1281
O=C(CCN1CCOCC1)N/N=C/c1cc(Br)cc(Br)c1O,3.1%,27%,29%,·,1.9,3.0%,-0.5%,·,-0.2,1405
CC(=O)Nc1ccc(S(=O)(=O)N2CCN(c3nc4ccccc4n3CC(C)C)CC2)cc1,0.8%,·,·,1%,·,·,-0.6%,3%,·,·
CCOC(=O)/C=C(\C)N1N=C(c2ccccc2)CC1c1ccccc1 (stereo not given),1.8%,-30%,-38%,-8%,0.7,·,0.0%,8%,2.7,1248
COc1ccc(-c2ccnc3nc(Sc4ncc(C(F)(F)F)cc4Cl)nn23)cc1,29%,13%,13%,-2%,1.1,-2.2%,2.8%,10%,-1.1,1088
Cc1ccc(S(=O)(=O)N2CCN(C(=O)C3CCCO3)CC2)cc1C (stereo not given),5.0%,·,·,0%,·,·,-0.3%,2%,·,·
COc1ccc(-c2csc(NC(=S)NC(=O)c3ccco3)n2)cc1,1.1%,4%,6%,-4%,1,-1.5%,-0.2%,23%,-0.48,1179
O=C(C1=C[C@@H](c2coc3ccccc3c2=O)C[C@@H](OCc2ccc(CO)cc2)O1)N1CCOCC1,-1.6%,-3%,-7%,-1%,1.1,1.3%,0.0%,14%,-0.53,1388
CN(Cc1ccccc1)C(=O)c1nc2ccccn2c1CN1CCc2sccc2C1,12%,14%,16%,-4%,1.1,1.0%,-0.9%,4%,-0.96,1393
CCc1cc(=O)oc2cc(OCC(=O)N3CC[C@@]4(O)CCCC[C@H]4C3)ccc12,0.7%,·,·,1%,·,·,-0.7%,5%,·,·
CCCOc1ccc(/C=N/NC(=O)C2CC2)c(OCCC)c1,1.3%,·,·,-2%,·,·,-0.6%,4%,·,·
O=C(N/N=C/c1cccc(Oc2ccccc2)c1)c1cc[n+]([O-])cc1,1.1%,-6%,3%,0%,1.1,-0.3%,0.6%,9%,0.04,1126
Cc1cc(C)nc(N2CCN(S(=O)(=O)c3ccc(F)cc3)CC2)n1,0.2%,·,·,1%,·,·,-0.4%,-4%,·,·
CCN(CC)CCNC(=O)Cn1nc(Cc2ccncc2)c2ccccc2c1=O,1.2%,·,·,-7%,·,·,-0.1%,2%,·,·
O=C(Cn1nc(C(F)F)cc1C(F)F)NNC(=S)Nc1ccc(F)cc1,0.3%,-1%,-4%,12%,1,0.5%,0.3%,-5%,0.73,878
CC(OC(=O)c1nn(C)c(=O)c2ccccc12)C(=O)NCc1ccc2c(c1)OCO2 (stereo not given),2.2%,5%,7%,-8%,1.1,3.7%,0.7%,10%,0.29,1148
Cn1nnnc1NCc1ccccc1F,1.9%,·,·,4%,·,·,0.4%,4%,·,·
CCSc1ncc(C#N)c(=O)[nH]1,0.9%,4%,1%,-18%,1,·,-0.1%,7%,-0.22,1257
Cc1cc(C)cc(NC(=S)N(CCN(C)C)Cc2cccs2)c1,-1.1%,-2%,-4%,-5%,1.1,3.0%,-0.1%,9%,-0.29,1178
c1ccc2sc(SCSc3nc4ccccc4s3)nc2c1,40%,·,·,-6%,·,·,0.4%,5%,-0.27,1042
Cc1oc(-c2ccccc2)nc1C(=O)N1CCN(c2ccc(F)cc2)CC1,1.2%,-3%,-6%,-1%,1.1,·,-0.6%,-3%,-0.11,1177
COc1cc(/C=N/NC(=O)c2ccncc2)ccc1OCC(=O)Nc1cccc([N+](=O)[O-])c1,3.7%,·,·,0%,·,·,2.3%,10%,·,·
COc1ccc(OC)c(C(=O)c2coc3ccc(O)c(CN(C)C)c23)c1,-0.1%,·,·,-5%,·,·,0.2%,8%,·,·
CCN1CCN(C(=O)Cn2nc(C)c3sc4ccccc4c3c2=O)CC1,1.0%,·,·,-13%,·,·,-0.1%,16%,·,·
O=C(c1cccc(F)c1)N1CCCC(C(=O)N2CCCCCC2)C1 (stereo not given),0.9%,·,·,-4%,·,·,0.0%,6%,·,·
Cc1[nH]c2ccccc2c1-c1ccc(Cl)nn1,0.1%,-8%,1%,9%,1,-0.5%,-0.2%,8%,0.16,1196
CC(=O)c1cccc(NC(=S)Nc2cccc3ccccc23)c1,1.7%,·,·,3%,·,·,-0.3%,24%,·,·
CC(=O)NCCOc1c(C)cc(S(N)(=O)=O)cc1C,1.9%,0%,-7%,31%,1.1,2.3%,0.4%,-5%,-0.85,1198
NCCc1nnc(SCc2ccccc2)o1,-0.1%,6%,-3%,7%,1.1,-0.7%,-0.3%,23%,-0.41,971
O=C(Nc1cc(S(=O)(=O)N2CCOCC2)ccc1O)c1ccco1,2.9%,10%,8%,20%,1.1,3.0%,0.1%,-3%,0.91,1694

# Whole records, looked up by structure.
# `COc1cc(/C=N/NC(=O)c2ccncc2)ccc1OCC(=O)Nc1cccc([N+](=O)[O-])c1` in the list: RSV CPE inhibition: 3.7%; human PMI inhibition: ·; PMI inhibition: ·; PhoP inhibition: 0%; TNAP activation fold: ·; CSM14.1 death rescue: ·; West Nile virus CPE: 2.3%; SV40 large T antigen: 10%; Insulin prom up: ·; Insulin prom up cell count: ·
# `Cc1oc(-c2ccccc2)nc1C(=O)N1CCN(c2ccc(F)cc2)CC1` in the list: RSV CPE inhibition: 1.2%; human PMI inhibition: -3%; PMI inhibition: -6%; PhoP inhibition: -1%; TNAP activation fold: 1.1; CSM14.1 death rescue: ·; West Nile virus CPE: -0.6%; SV40 large T antigen: -3%; Insulin prom up: -0.11; Insulin prom up cell count: 1177

# Following part.
SMILES,RSV CPE inhibition,human PMI inhibition,PMI inhibition,PhoP inhibition,TNAP activation fold,CSM14.1 death rescue,West Nile virus CPE,SV40 large T antigen,Insulin prom up,Insulin prom up cell count
Cc1ccc(-c2nc(CS(=O)CC(=O)NCCN3CCCCCC3)c(C)o2)cc1 (stereo not given),-1.2%,·,·,-7%,·,·,-0.6%,31%,·,·
CCOc1ccccc1NC(=O)CCC(=O)Nc1ccc2nc(N3CCN(C)CC3)cc(C)c2c1,-0.3%,1%,-1%,3%,1,-1.0%,·,9%,0.28,1598
CCCCCCCc1c(C#N)c(N)[nH]c(=S)c1C#N,5.5%,·,·,-5%,·,·,-0.1%,36%,-0.38,1004
COc1ccc(CN2C3CCCC2CC(NC(=O)/C=C/c2ccccc2)C3)cc1 (stereo not given),-1.6%,-2%,-2%,3%,1,-0.3%,0.0%,24%,0.21,969
CNc1ccccc1C(C)(C)c1ccn[nH]1,0.2%,4%,14%,-4%,1,0.5%,1.3%,10%,0.62,1515
O=C(OC1CCOC1=O)c1cc(-c2cccs2)nc2ccccc12 (stereo not given),0.6%,4%,9%,-4%,1,17%,0.3%,8%,0.47,1388
C#CCSc1ncc(-c2ccccc2)cn1,-1.1%,-3%,2%,4%,1.1,1.6%,1.6%,9%,0.92,1159
O=C(c1ccc2ccccc2c1)C1CCCN(C(=O)c2noc3c2CCCC3)C1 (stereo not given),3.9%,2%,-3%,2%,1,14%,-0.8%,-2%,1.4,1371
Cc1ccc(C(=O)OCC(=O)c2c[nH]c3ccccc23)cc1,5.5%,-7%,-8%,21%,1,-1.8%,-0.9%,25%,0.73,1433
CCOc1ccc(N(CC(=O)OC)S(=O)(=O)c2c(C)noc2C)cc1,1.2%,5%,2%,-1%,1.1,-1.4%,0.0%,1%,-0.5,971
COC1CC(C)NC(=S)N1 (stereo not given),1.7%,·,·,-3%,·,·,0.4%,4%,0.4,1484
CC(=O)OC(C)(C)C#CCN1CCCC1,2.1%,-4%,-5%,-11%,1.3,-0.9%,0.4%,-4%,-1.5,1036
O=c1[nH]c(CSc2ncc(-c3ccc(F)cc3)n2Cc2ccco2)nc2ccccc12,3.3%,12%,15%,40%,1.1,2.8%,0.3%,2%,0.54,1223

# Among those listed so far, 3 have a COOH group:
SMILES,RSV CPE inhibition,human PMI inhibition,PMI inhibition,PhoP inhibition,TNAP activation fold,CSM14.1 death rescue,West Nile virus CPE,SV40 large T antigen,Insulin prom up,Insulin prom up cell count
CCn1c(SCC(=O)N/N=C\c2ccccc2OCC(=O)O)nnc1-c1ccc(Cl)cc1,-2.0%,·,·,-6%,·,·,0.3%,19%,-0.27,1053
O=C(O)COc1ccccc1/C=C1\SC(=S)N(/N=C/c2ccccc2O)C1=O,0.9%,6%,-14%,-26%,2.1,-0.8%,-0.1%,18%,·,·
O=C(O)c1cc2ncc(CCO)cn2n1,-1.8%,-10%,-3%,6%,1.3,1.2%,0.5%,6%,-0.05,1281
